From PubChem BioAssay
STK33 inh = inhibitors of human STK33 kinase. Q9BYT3. ADP-Glo luminescence, MBP substrate. inhibition, % at 12.5 µM. hit rate 0.44% among 27,000. AID 2322; in the data active means inhibition above about 20%
Target sequence (Q9BYT3 whole entry, looked up): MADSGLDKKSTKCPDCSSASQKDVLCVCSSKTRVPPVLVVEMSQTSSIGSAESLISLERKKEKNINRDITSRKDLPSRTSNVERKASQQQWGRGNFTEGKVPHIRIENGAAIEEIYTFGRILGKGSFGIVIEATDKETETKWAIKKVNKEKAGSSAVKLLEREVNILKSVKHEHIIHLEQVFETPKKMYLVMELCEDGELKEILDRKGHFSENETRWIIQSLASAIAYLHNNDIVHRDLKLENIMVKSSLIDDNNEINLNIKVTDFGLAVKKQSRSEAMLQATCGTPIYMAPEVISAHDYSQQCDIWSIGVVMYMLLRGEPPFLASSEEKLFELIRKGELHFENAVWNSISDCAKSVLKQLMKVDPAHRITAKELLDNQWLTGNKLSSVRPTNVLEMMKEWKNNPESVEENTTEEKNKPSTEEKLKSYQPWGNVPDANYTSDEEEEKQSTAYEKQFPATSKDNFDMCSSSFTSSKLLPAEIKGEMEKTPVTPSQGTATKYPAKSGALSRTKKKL
mut p53 react = re-activators of the mutant p53 pathway | SW480 PUMA-promoter luciferase, p53 mutant reactivation | activation, % at 9.98 µM | hit rate 1.5% among 28,000; in the data active means activation above about 52%
Active calls of the source: *; nt = no result given. The list is partial, so the mix of outcomes need not match the whole.

SMILES	STK33 inh	mut p53 react
CC(C)NC(=O)Nc1ccc2c(c1)C(=O)N([C@H](C)CO)C[C@H](C)[C@H](CN(C)C(=O)C1CCCCC1)OCCCC[C@@H](C)O2	-3.0	nt
CC(C)N(C(=O)N1CCN(c2ccnc3cc(Cl)ccc23)CC1)C(C)C	nt	-1.3
C[C@@H]1CN([C@@H](C)CO)C(=O)c2cc(NC(=O)CCC(F)(F)F)ccc2O[C@H]1CN(C)Cc1ccncc1	2.2	nt
CCCCC/C=C\C/C=C\CCCCCCCC(N)=O	1.3	17.0
CCOc1ccc(C)cc1S(=O)(=O)Nc1ccc(Cl)cn1	-1.5	-15.6
COc1ccc(S(=O)(=O)N(C)C[C@@H]2Oc3ccc(NC(=O)c4ccncc4)cc3CC(=O)N([C@H](C)CO)C[C@@H]2C)cc1	-3.1	nt
COc1ccc(NC(=O)Nc2nn(Cc3ccc(Cl)cc3Cl)cc2Br)cc1OC	6.4	-8.0
CCCc1c(O)nc(SC2CC(=O)N(c3ccc(Oc4ccccc4)cc3)C2=O)[nH]c1=O (stereo not drawn)	-6.6	-1.7
CC(=O)OC(CCCCCCCCCC(C)O)Cc1cc(O)cc(O)c1 (stereo not drawn)	-5.8	-7.8
CC1OC(O[C@H]2[C@@H](O)C[C@@]3(C)C([C@H](O)C[C@]4(C)C3CC=C3[C@@H]5CC(C)(C)CC[C@]5(C(=O)OC5OC(C)C(OC6OCC(OC7OCC(O)C(OC8OCC(O)C(O)C8O)C7O)C(O)C6O)C(O)C5O)CC[C@]34C)[C@]2(C)CO)C(O)C(OC2OC(CO)C(O)C(O)C2O)C1O (stereo partly drawn)	-1.4	0.0
O=C(Nc1ccc(I)cc1C(=O)NCc1ccco1)c1ccco1	7.6	-2.2
CC(=O)Nc1ccc(NC(=O)CN(C)S(=O)(=O)c2ccc(Cl)cc2)cc1	-1.9	7.7
COCCOC(=O)N1C(=O)[C@@]2(c3cc(C#CC4=CCCCC4)ccc31)[C@H](c1ccc(O)cc1)N1[C@H](c3ccccc3)[C@H](c3ccccc3)OC(=O)[C@H]1[C@@H]2C(N)=O	1.6	nt
COc1ccc(CN(C)C[C@H]2OCc3cnnn3CCCC(=O)N([C@@H](C)CO)C[C@@H]2C)cc1	-1.5	nt
COc1ccc(NC(=O)Nc2ccc3c(c2)CC(=O)N([C@@H](C)CO)C[C@H](C)[C@@H](CN(C)S(=O)(=O)c2c(C)noc2C)O3)cc1	-2.4	nt
O=C(CSc1nc(O)c(Cc2ccccc2)c(=O)[nH]1)N1CCOCC1	-1.1	-1.0
NS(=O)(=O)c1cc(C(=O)O)cc(N2CCCC2)c1Oc1ccccc1	-13.1	-12.2
COc1cc(NS(=O)(=O)c2ccc(N)cc2)nc(OC)n1	-9.1	18.1
COc1ccccc1NC(=O)COc1ccc(CO)cc1Cl	7.4	164.5*
Cc1ccc(-c2nc3ccccc3[nH]2)cc1NC(=O)COc1cccc([N+](=O)[O-])c1	9.4	2.5
O=C(N1CC(Oc2ccc(Cl)cc2)C1)N1CC(Oc2ccc(Cl)cc2)C1	6.2	nt
Cc1cccc(C)c1NC(=O)C1CC=CCC1C(=O)O (stereo not drawn)	-11.7	-1.3
NC(N)=NC(=O)c1nc(Cl)c(N2CCCCCC2)nc1N	nt	-1.8
C[C@H](CO)N1C[C@H](C)[C@H](CN(C)S(C)(=O)=O)OCCCC[C@H](C)Oc2ccc(NC(=O)Nc3ccccc3)cc2C1=O	nt	-0.6
C[C@H](CO)N1C[C@H](C)[C@H](CN(C)CC2CCCCC2)Oc2ccc(NS(C)(=O)=O)cc2CC1=O	-1.0	nt

The list goes on.
SMILES	STK33 inh	mut p53 react
CCn1c(SCC(=O)c2ccc(OC)cc2)nnc1-c1ccc(Cl)cc1Cl	-3.0	-4.9
Cc1ccc(NC(=O)CSc2n[nH]c(-c3ccco3)n2)cc1	1.7	-5.7
C[C@@H]1CN([C@@H](C)CO)C(=O)CCCn2nncc2CO[C@H]1CN(C)Cc1ccncc1	2.4	-2.4
COc1ccc(-c2nnc(SCC(=O)n3c4c(c5c3CCCC5)CCCC4)n2C)cc1	4.5	-9.2
Cc1ccc2nc(-c3ccc(NC(=O)CS(=O)(=O)Cc4ccccc4)cc3)sc2c1	4.1	75.3*
C[C@H]1CN([C@@H](C)CO)C(=O)c2cc(NC(=O)Nc3ccccc3)ccc2O[C@H]1CN(C)S(C)(=O)=O	nt	0.0
C[C@@H]1CN([C@H](C)CO)C(=O)CCCn2cc(nn2)CO[C@@H]1CN(C)S(C)(=O)=O	-0.7	nt
C[C@H]1CN([C@@H](C)CO)C(=O)CCCn2nncc2CO[C@@H]1CN(C)C(=O)Nc1cccc(Oc2ccccn2)c1	-4.5	nt
CCOC(=O)C(C)Oc1cc(O)c2c(=O)cc(-c3ccccc3)oc2c1 (stereo not drawn)	0.8	nt
Cc1cc(C)c(C)c(OCC(=O)NCCN2CCOCC2)c1	-4.9	15.5
CNC[C@H]1OCCCC[C@H](C)Oc2ccc(NS(=O)(=O)c3ccccc3)cc2C(=O)N([C@H](C)CO)C[C@@H]1C	nt	7.8
C=CC[C@@]12C[C@@H](OC)C(=O)C(OC)=C1O[C@H](c1ccc3c(c1)OCO3)[C@H]2C	-13.1	14.2
COc1ccc(S(=O)(=O)Nc2ccc3c(c2)CC(=O)N([C@@H](C)CO)C[C@H](C)[C@@H](CN(C)S(=O)(=O)c2cn(C)cn2)O3)cc1	6.7	1.2
CNC[C@H]1Oc2c(NC(=O)c3cc(C)nn3C)cccc2C(=O)N([C@H](C)CO)C[C@@H]1C	nt	7.9
C[C@@H]1CN([C@@H](C)CO)C(=O)c2cc(NC(=O)Nc3ccccc3)ccc2O[C@H]1CN(C)C(=O)Nc1ccc(C(F)(F)F)cc1	0.0	-3.3
C[C@@H]1CN([C@@H](C)CO)C(=O)CCCn2cc(nn2)CO[C@@H]1CN(C)C(=O)c1ccncc1	0.4	nt
Cc1ccc(-c2noc(CSc3nnc(-c4ccncc4)n3-c3ccc(C)cc3)n2)cc1	0.6	-10.7
COc1cccc2c(C)nc(Nc3nc(CSc4nnc(C)s4)cc(=O)[nH]3)nc12	0.0	22.2
Cc1cc(C)nc(NS(=O)(=O)c2ccc(NC(=O)NC3CCCCC3)cc2)n1	-2.6	-14.5
COC(=O)c1cc(OC)c(OC)cc1NC(=O)CN1C(=O)c2ccccc2C1=O	2.6	8.4
CCOc1cc(S(=O)(=O)NC2CC(C)(C)NC(C)(C)C2)ccc1F	1.8	-6.7
CCOC(=O)c1ccccc1NC(=O)COc1ccccc1	0.7	7.5
C[C@@H]1CN([C@H](C)CO)C(=O)c2cc(-c3cccc(C#N)c3)cnc2O[C@@H]1CN(C)Cc1ccncc1	nt	4.3
O=C(O)CN(c1cc(Cl)cc(Cl)c1)S(=O)(=O)c1ccccc1	-1.0	-9.9
C[C@@H]1CN([C@H](C)CO)S(=O)(=O)c2ccc(C3=CCCC3)cc2O[C@H]1CN(C)Cc1cccc(C(=O)O)c1	nt	-7.1

(next part)
SMILES	STK33 inh	mut p53 react
CN(C)CCCSC(=N)N	nt	1.7
CNC(=O)C(C)N(c1cc(C)cc(C)c1)S(C)(=O)=O (stereo not drawn)	1.5	3.3
C[C@@H]1CCCCO[C@H](CN(C)S(C)(=O)=O)[C@@H](C)CN([C@H](C)CO)C(=O)c2cc(NS(=O)(=O)c3cccs3)ccc2O1	-1.0	nt
C[C@@H]1OC(OC[C@H]2O[C@@H](Oc3cc(O)c4c(=O)cc(-c5ccc(O)c(O)c5)oc4c3)[C@H](O)[C@@H](O)[C@@H]2O)[C@H](O)[C@H](O)[C@H]1O (stereo partly drawn)	7.0	-11.5
Cc1noc(C)c1NC(=O)Nc1cccc2c1O[C@H](CN(C)S(=O)(=O)c1ccc(Cl)cc1)[C@H](C)CN([C@@H](C)CO)C2=O	nt	5.5
CSc1ncnc2nc[nH]c12	10.6	nt
COCC#Cc1cnc2c(c1)C(=O)N([C@@H](C)CO)C[C@@H](C)[C@@H](CN(C)S(=O)(=O)c1cn(C)cn1)O2	nt	-0.8
C[C@@H]1CN([C@@H](C)CO)C(=O)c2cccc(NS(C)(=O)=O)c2O[C@H]1CN(C)C	nt	4.8
Cc1ccc(NC(=O)CSc2ncccn2)cc1Cl	-1.6	-8.9
C[C@H]1CN([C@@H](C)CO)C(=O)c2cc(NC(=O)c3ccncc3)ccc2O[C@H]1CN(C)C(=O)Nc1ccc(F)cc1	-1.6	-1.3
CCNC(=O)c1c(NC(=O)COc2cccc3ccccc23)sc2c1CCCC2	-0.4	1.3
C[C@@H]1CCCCO[C@H](CN(C)C(=O)NC2CCCCC2)[C@@H](C)CN([C@H](C)CO)C(=O)c2cc(NC(=O)Nc3ccccc3)ccc2O1	-0.8	nt
CC(=O)Nc1ccc(NC(=O)CSC2=NC(c3ccccc3)CC(=O)N2)cc1 (stereo not drawn)	-0.9	-1.3
C[C@@H]1CN([C@H](C)CO)S(=O)(=O)c2ccc(C3=CCCCC3)cc2O[C@H]1CN(C)C(=O)C1CCOCC1	nt	-5.6
C[C@H](CO)N1C[C@H](C)[C@H](CN(C)C(=O)Nc2ccc(F)cc2)Oc2ccc(NC(=O)Nc3ccc(F)cc3)cc2CC1=O	-2.5	nt
COc1ccc(S(=O)(=O)N(C)C[C@H]2Oc3ccc(NC(=O)C4CCCCC4)cc3CC(=O)N([C@H](C)CO)C[C@H]2C)cc1	-5.8	nt
Cc1noc(C)c1S(=O)(=O)N(C)C[C@H]1OCCCC[C@@H](C)Oc2ccc(NS(=O)(=O)c3cccs3)cc2C(=O)N([C@H](C)CO)C[C@@H]1C	-2.7	nt
OC(c1ccccc1)c1oc2ccccc2c1-c1cnn(-c2ccccc2)c1 (stereo not drawn)	8.1	nt
C[C@H]1CN([C@@H](C)CO)C(=O)Cc2cc(NC(=O)Nc3ccc4c(c3)OCO4)ccc2O[C@H]1CN(C)C(=O)Nc1ccc2c(c1)OCO2	5.1	12.6
Cc1noc(C)c1NC(=O)Nc1ccc2c(c1)C(=O)N([C@@H](C)CO)C[C@H](C)[C@H](CN(C)C(=O)C1CCCCC1)OCCCC[C@H](C)O2	nt	-6.6
C[C@@H]1CN([C@H](C)CO)C(=O)Cc2cc(N(C)C)ccc2O[C@@H]1CN(C)C(=O)Nc1ccc(F)cc1	-1.8	nt
CC(C)NS(=O)(=O)c1ccc(OCC(N)=O)cc1	0.0	1.7
Cc1ccc(S(=O)(=O)Nc2ccc3c(c2)CC(=O)N([C@@H](C)CO)C[C@H](C)[C@@H](CN(C)Cc2ccc(C(=O)O)cc2)O3)cc1	2.2	1.5
COc1ccc(NC(=O)N(C)C[C@H]2Oc3ccc(N(C)C)cc3CC(=O)N([C@H](C)CO)C[C@H]2C)cc1	-1.3	nt
CNC[C@H]1OCCCC[C@@H](C)Oc2ccc(NC(=O)Nc3cccc4ccccc34)cc2C(=O)N([C@@H](C)CO)C[C@@H]1C	nt	3.1

Continuation:
SMILES	STK33 inh	mut p53 react
C[C@H](CO)N1C[C@H](C)[C@H](CN(C)C(=O)Nc2ccccc2)Oc2c(NC(=O)c3cnccn3)cccc2C1=O	nt	-0.6
CCc1ccccc1OCC(=O)Nc1sc2c(c1C(N)=O)CCCC2	-5.0	14.8
COc1ccc(CN(C)C[C@@H]2Oc3c(NC(=O)c4nc5ccccc5s4)cccc3C(=O)N([C@H](C)CO)C[C@H]2C)cc1	nt	-19.0
C[C@H](CO)N1C[C@H](C)[C@@H](CN(C)C(=O)C2CCCCC2)OCCCC[C@H](C)Oc2ccc(NS(=O)(=O)c3cccs3)cc2C1=O	nt	-8.8
CC(C)NC(=O)Nc1ccc2c(c1)C(=O)N([C@H](C)CO)C[C@@H](C)[C@H](CN(C)S(=O)(=O)c1cccs1)OCCCC[C@@H](C)O2	nt	-11.8
COc1ccc(S(=O)(=O)Nc2ccc3c(c2)C(=O)N([C@@H](C)CO)C[C@@H](C)[C@@H](CN(C)C(=O)Nc2ccc(C(F)(F)F)cc2)O3)cc1	-3.9	nt
O=C1O[C@H](c2ccccc2)[C@H](c2ccccc2)N2[C@H]1[C@@H](C(=O)NC[C@H](O)c1ccccc1)[C@]1(C(=O)Nc3ccc(C#CC4(O)CCCCCC4)cc31)[C@H]2c1ccccc1OCCO	10.0	nt
C[C@@H]1CN([C@@H](C)CO)C(=O)c2cc(NC(=O)Nc3ccccc3)ccc2O[C@H]1CN(C)Cc1ccc(C(=O)O)cc1	-4.0	nt
Cc1cc2nc(-c3ccc(C)c(NC(=O)COc4ccc([N+](=O)[O-])cc4)c3)oc2cc1C	3.0	66.3*
O=C(CSc1nnc(-c2cccnc2)n1-c1ccccc1)Nc1ccc2c(c1)OCCO2	3.0	0.3

Gathered by group: the compounds so far with an aryl thioether with sulfur outside any ring.
SMILES	STK33 inh	mut p53 react
CCCc1c(O)nc(SC2CC(=O)N(c3ccc(Oc4ccccc4)cc3)C2=O)[nH]c1=O (stereo not drawn)	-6.6	-1.7
O=C(CSc1nc(O)c(Cc2ccccc2)c(=O)[nH]1)N1CCOCC1	-1.1	-1.0
CCn1c(SCC(=O)c2ccc(OC)cc2)nnc1-c1ccc(Cl)cc1Cl	-3.0	-4.9
Cc1ccc(NC(=O)CSc2n[nH]c(-c3ccco3)n2)cc1	1.7	-5.7
COc1ccc(-c2nnc(SCC(=O)n3c4c(c5c3CCCC5)CCCC4)n2C)cc1	4.5	-9.2
Cc1ccc(-c2noc(CSc3nnc(-c4ccncc4)n3-c3ccc(C)cc3)n2)cc1	0.6	-10.7
COc1cccc2c(C)nc(Nc3nc(CSc4nnc(C)s4)cc(=O)[nH]3)nc12	0.0	22.2
CSc1ncnc2nc[nH]c12	10.6	nt
Cc1ccc(NC(=O)CSc2ncccn2)cc1Cl	-1.6	-8.9
O=C(CSc1nnc(-c2cccnc2)n1-c1ccccc1)Nc1ccc2c(c1)OCCO2	3.0	0.3
